Assay outcomes: PubChem, several laboratories
HIV fusion peptide – inhibitors of HIV fusion peptide binding, primary screen, biochemical, uHTS, fluorescence dequenching (AID 1986). cell-free peptide binding, fluorescence dequenching, 30 min; higher % means a stronger effect. inhibition, % at 20 µM; hits with a dose series show IC50 in µM. 290,000 compounds, 0.3% hits; in the data active = inhibition mostly above about 52%, no sharp cut-off; inactive = mostly below about 76%; note: some results filed as inactive read as strong as hits
SIAH1 antagonists – blockers of Siah-1 interaction with plectin peptide – biochemical, fluorescence polarization, rhodamine-plectin, uHTS, primary screen (AID 1817); Siah-1 / rhodamine-plectin peptide fluorescence polarization; higher % means a stronger effect; displacement, % at 20 µM; hits with a dose series show IC50 in µM; 290,000 compounds, 0.02% hits;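 active = displacement of at least 50% at 20 µM, with a fluorescence ratio check between 0.3 and a set limit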;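 note: plate controls were Siah plus tracer with DMSO for no effect and tracer alone without Siah for full effect; strong numbers were not always called active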
Myeloid diff MLP – compounds promoting myeloid differentiation. calls only at 10 µM. ER-HoxA9 myeloid progenitors, lysozyme-GFP differentiation, flow cytometry. 360,000 compounds, 1% hits;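 active = normalized GFP-positive differentiation at or above the plate's own cutoff, the solvent-only control mean plus 3 SD; inconclusive = no clear call, values can overlap the other calls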;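 note: cells exposed to compound for four days before flow analysis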
NOD2 inhibition – inhibition of NOD2-driven NF-kB reporter – cell-based, luminescence, uHTS, HEK293 (AID 1566); HEK293 NOD2/NF-kB luciferase reporter, luminescence; higher % means a stronger effect; inhibition, % at 4 µM, or EC50 in µM where a hit was titrated; 290,000 compounds, 0.63% hits; note: many of its hits are not listed in these tables
KOR beta-arrestin-1 – KOR agonists, beta-arrestin recruitment, primary screen, cell-based, luminescence, uHTS (AID 1777); KOR beta-arrestin recruitment, luminescence; higher % means a stronger effect; 280,000 compounds, 0.02% hits; one-dose activation, % at 10 µM; EC50 in µM for titrated hits; in the data active = activation above about 50%, passing the limit was not always enough; note: a part of the inactive calls stands beside numbers as strong as those of hits
NOD1 inhibition – inhibition of NOD1-driven NF-kB reporter – cell-based, luminescence, uHTS, primary screen (AID 1578); inhibition, % at 4 µM; hits with a dose series show EC50 in µM; NOD1-driven NF-kB luciferase reporter cells, luminescence; higher % means a stronger effect; 290,000 compounds, 1% hits; in the data active = inhibition mostly above about 36%, no sharp cut-off; inactive = mostly below about 34%;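 note: HEK-293T reporter cells stimulated with the NOD1 agonist gamma-tri-DAP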
PhoP inhibition – inhibitors of PhoP regulon expression, primary screen, Salmonella Typhimurium, GFP reporter (AID 1863); inhibition, % at 50 µM, or IC50 in µM where a hit was titrated; 300,000 compounds, 0.16% hits; S. Typhimurium PhoP-regulated promoter GFP reporter, 4 h; higher % means a stronger effect;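 active = inhibition over 29.93%, a cutoff 3 SD above the screen mean, later confirmed by dose response; inconclusive = inhibition over 29.93% but no dose response follow-up; inactive = inhibition at most 29.93% or unconfirmed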;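 note: 0% = low Mg2+ inducing control and 100% = high Mg2+ repressing control; strong numbers were not always called active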
LYP phosphatase – inhibitors of LYP phosphatase, biochemical, fluorescence intensity, uHTS (AID 1779); recombinant LYP phosphatase, fluorescence intensity; higher % means a stronger effect; inhibition, % at 11.5 µM; hits with a dose series show IC50 in µM; 290,000 compounds, 0.054% hits;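 note: plate controls were vehicle with enzyme for no effect and no enzyme for full effect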
KOR beta-arrestin-2 – kappa opioid receptor blockers – cell-based, luminescence, uHTS (AID 1778); inhibition, % at 10 µM, or IC50 in µM where a hit was titrated; KOR beta-arrestin recruitment, luminescence, antagonist mode; higher % means a stronger effect; 290,000 compounds, 0.091% hits; note: strong numbers were not always called active
Myeloid diff MLP GFP+ MAC1+ % – second read-out of Myeloid diff MLP, no call of its own (marks repeat the call); GFP+ MAC1+ double positive, %; measured here: differentiation confirmed by MAC1 staining
An asterisk follows results filed as active; i = inactive; ? = inconclusive; . = not tested or not shown; [ ] = remark or other dose. Cut-off read from the data, not from the text of the source, unless noted: active = inhibition above about 50%; inactive = the rest. Only part of the results is shown. The share of hits here may be higher or lower than overall.

SMILES,HIV fusion peptide,SIAH1 antagonists,Myeloid diff MLP,Myeloid diff MLP GFP+ MAC1+ %,NOD2 inhibition,KOR beta-arrestin-1,NOD1 inhibition,PhoP inhibition,LYP phosphatase,KOR beta-arrestin-2
O=C1NC(c2cccnc2)C(C(=O)c2cccs2)C(O)(C(F)(F)F)N1 (stereo not given),-0.1%,-1%,i,1.5,-2%,-2.2%,.,-18%,3%,41%
O=C1C=C(Nc2ccc(Cl)cc2)CC(c2ccc(Cl)cc2)C1 (stereo not given),7.6%,8%,i,1.2,0%,-4.0%,11%,11%,4%,33%
CCOC(=O)c1c(-c2ccccc2)oc2ccc(OCC(O)CN(C)C)cc12 (stereo not given),-2.2%,-3%,i,5.1,-1%,3.4%,-7%,3%,-6%,-21%
O=C(Nc1ccccc1Cl)N1CCN(c2ncccn2)CC1,-0.5%,2%,i,0.8,6%,-1.2%,.,1%,2%,4%
Cc1ccc([N+](=O)[O-])cc1NC(=O)Cc1ccc(F)cc1,-1.2%,7%,i,0.6,14%,0.8%,6%,-3%,-4%,16%
CCc1ccc(NC(=O)CN(c2ccc(OC)cc2)S(=O)(=O)c2c(C)[nH]c(=O)[nH]c2=O)cc1,3.5%,-3%,i,0.0,4%,-5.4%,-9%,-3%,-13%,-232%
CC(=O)N1N=C(c2ccccc2)CC1c1cccc([N+](=O)[O-])c1 (stereo not given),-1.5%,5%,i,0.4,4%,-4.7%,-18%,-1%,-4%,-7%[20 µM]
Cc1cc(C)c2nc(SCc3ccc([N+](=O)[O-])cc3)nc(C)c2c1,0.8%,5%,i,2.5,6%,3.0%,11%,-7%,-1%,-21%
O=C(Nc1cccc(Cl)c1N1CCOCC1)c1cccnc1Cl,0.3%,2%,i,0.3,0%,0.0%,-6%,-8%,-6%,6%
O=C(CS(=O)(=O)c1cn(Cc2ccc(Cl)cc2)c2ccccc12)N1CCCCC1,4.5%,2%,i,1.2,-1%,-4.3%,-17%,-2%,4%,17%
COc1ccc(Cn2nnnc2C(c2ccncc2)N2CCOCC2)cc1 (stereo not given),-1.1%,-2%,i,0.8,6%,-2.3%,8%,4%,-12%,-10%
CC(C)c1ccc(NC(=O)CN2C(=O)NC3(CCCC3)C2=O)cc1,-0.5%,3%,i,0.8,-13%,0.3%,-23%,5%,-12%,-30%
CCN(Cc1ccccc1)C(=O)Cn1c(C(C)O)nc2ccccc21 (stereo not given),-1.6%,-10%,i,0.5,-4%,.,-32%,1%,-2%,.
CC(=O)c1ccc(NC(=O)CCCC(=O)c2ccccc2)cc1,1.7%,3%,i,0.6,-9%,4.0%,-17%,-7%,-4%,17%
Cc1[nH]c(=O)[nH]c(=O)c1/C=N/NC(=O)CCNC(=O)OC(C)(C)C,-0.8%,7%,i,0.7,15%,-1.6%,-5%,-13%,0%,28%

Among those listed so far, these have fluorine:
SMILES,HIV fusion peptide,SIAH1 antagonists,Myeloid diff MLP,Myeloid diff MLP GFP+ MAC1+ %,NOD2 inhibition,KOR beta-arrestin-1,NOD1 inhibition,PhoP inhibition,LYP phosphatase,KOR beta-arrestin-2
O=C1NC(c2cccnc2)C(C(=O)c2cccs2)C(O)(C(F)(F)F)N1 (stereo not given),-0.1%,-1%,i,1.5,-2%,-2.2%,.,-18%,3%,41%
Cc1ccc([N+](=O)[O-])cc1NC(=O)Cc1ccc(F)cc1,-1.2%,7%,i,0.6,14%,0.8%,6%,-3%,-4%,16%

(more compounds)
SMILES,HIV fusion peptide,SIAH1 antagonists,Myeloid diff MLP,Myeloid diff MLP GFP+ MAC1+ %,NOD2 inhibition,KOR beta-arrestin-1,NOD1 inhibition,PhoP inhibition,LYP phosphatase,KOR beta-arrestin-2
O=C(Nc1nc(-c2cccs2)cs1)c1ccc(Cl)s1,-2.0%,-12%,i,1.5,8%,-2.7%,-19%,7%,-3%,32%
Cc1ccc(CNC(=O)Cn2c(=O)oc3ccccc32)o1,6.6%,9%,i,0.3,2%,5.0%,-29%,-9%,-9%,-2%
CC(=O)/C(N=Nc1cccc(C(F)(F)F)c1)=C(\C)O,-0.5%,-5%,i,0.8,6%,0.6%,-26%,4%,-4%,-24%
CC(C)=CCC/C(C)=C/CCC(C)NCCN1CCNCC1 (stereo not given),-1.9%,2%,.,.,-3%,3.4%,-35%,-6%,-5%,13%
COc1ccc(OCCN2CCOCC2)cc1,2.8%,-1%,i,0.3,1%,-1.1%,-18%,0%,-12%,-37%
O=C(NCc1ccc(F)cc1)C(c1ccc(Cl)cc1)N(C(=O)c1csnn1)C1CC1 (stereo not given),2.0%,1%,?,.,-15%,4.8%,-38%,-9%,4%,-22%
Cc1cc(C(=O)COc2ncnc3sccc23)c(C)n1C1CC1,-2.3%,-7%,i,1.8,-25%,5.1%,-11%,-1%,-3%,-3%
Cc1cccc2c1-c1sc(C(=O)N3CCc4ccccc4C3)cc1CO2,2.5%,-3%,i,1.8,-37%,4.5%,35%,-3%,-21%,-27%
CCn1c(SCC(=O)N2CCN(c3ccccc3)CC2)nc2c(c1=O)SC(C)C2 (stereo not given),-0.1%,-4%,i,3.6,6%,1.3%,14%,-12%,-6%,-20%
O=C(Nc1nc2ccccc2[nH]1)c1cccc(S(=O)(=O)N2CCOCC2)c1,-1.3%,-1%,i,0.3,-5%,12%,-8%,10%,-2%,-19%
c1ccc(CCNCC2COc3ccccc3O2)cc1 (stereo not given),-1.6%,5%,i,0.5,-6%,-5.0%,-2%,7%,-1%,25%
COc1ccccc1-c1nc(SCC(=O)N(C)c2ccccc2)c2c(=O)n(C)c(=O)n(C)c2n1,-1.4%,3%,i,0.4,8%,-2.6%,-19%,-8%,-6%,1%
Cc1ccc(C(=O)NCCCNC(=O)c2ccc(Cl)cc2)cn1,2.2%,11%,i,0.7,15%,-4.4%,-11%,10%,-11%,-32%
Cc1cc(=O)oc2c1ccc1ccccc12,-0.6%,-3%,i,0.6,9%,0.9%,-3%,-3%,-5%,-50%
Cc1ccccc1C(=O)NC(NC(=O)c1ccccc1C)c1cccc([N+](=O)[O-])c1,1.9%,4%,i,0.9,-10%,7.7%,-8%,-4%,1%,8%

SMILES,HIV fusion peptide,SIAH1 antagonists,Myeloid diff MLP,Myeloid diff MLP GFP+ MAC1+ %,NOD2 inhibition,KOR beta-arrestin-1,NOD1 inhibition,PhoP inhibition,LYP phosphatase,KOR beta-arrestin-2
O=C(Nc1ncc2c(n1)-c1ccccc1OC2)c1cccc([N+](=O)[O-])c1,-1.8%,-1%,i,0.4,15%,1.6%,-20%,1%,2%,-10%
O=C(CN1C(=O)S/C(=C\c2ccc(C(=O)O)cc2)C1=O)Nc1ccccc1,8.1%,-2%,i,0.3,-6%,2.0%,-22%,-8%,2%,-22%[20 µM]
O=C(N/N=C/c1cccs1)C(O)c1ccccc1 (stereo not given),-0.2%,2%,i,0.4,-11%,0.5%,-2%,1%,-1%,-9%
Clc1ccc(NC2=NCCC2)cc1Cl,-1.8%,1%,i,0.7,-3%,5.3%,0%,-6%,-5%,1%
C=CCn1c(=S)[nH]c2cc(-c3ccccc3)sc2c1=O,-0.9%,8%,i,0.3,-23%,-0.2%,-43%,0%,-5%,1%
O=C(NCc1ccco1)c1cccs1,-0.6%,-6%,i,1.1,16%,-4.9%,27%,11%,-12%,-19%
COc1ccc(/C=N/N=C2/NC(=O)C(CC(=O)NC(N)=O)S2)cc1 (stereo not given),-0.1%,-2%,i,0.4,16%,-3.6%,-2%,-8%,-7%,12%
Fc1cccc(NC(=S)N2CCN(c3ccccn3)CC2)c1,-1.3%,-7%,i,1.0,17%,3.4%,-15%,2%,-10%,2%
CCCCn1c(CN2CCN(c3ccccc3)CC2)nc2c1c(=O)n(C)c(=O)n2C,-1.2%,-2%,i,5.6,38%,1.4%,45%,11%,0%,-56%
COC(=O)C1=C(CN2CCSCC2)NC(=O)NC1c1cc(C)ccc1C (stereo not given),-0.5%,-3%,i,1.1,10%,-2.9%,-11%,-6%,0%,-32%
CCOc1ccc(NS(=O)(=O)c2ccc(OCC(=O)NCc3ccncc3)cc2)cc1,0.7%,-1%,i,1.6,3%,-4.3%,-22%,-4%,-8%,-2%
CC(=O)c1ccc(N2C(=O)[C@@H]3C(CCC(N)=O)NC4(C(=O)Nc5c4ccc(Cl)c5C)[C@@H]3C2=O)cc1 (stereo not given in full),3.9%,2%,i,0.9,1%,-4.7%,-22%,5%,-4%,-4%
COc1cc(CNCCCN2CCOCC2)cc(Br)c1OCC(=O)N1CCCCC1,-0.4%,6%,i,0.9,7%,2.8%,0%,-2%,-8%,-25%
O=C(Oc1ccc(Cl)c2cccnc12)N1CCOCC1,0.8%,2%,i,0.8,13%,-5.2%,-4%,6%,-7%,22%
O=C(NCCCN1CCOCC1)C(=O)NCC1OCCN1S(=O)(=O)c1ccc(Br)cc1 (stereo not given),1.3%,2%,.,.,15%,2.1%,-18%,-5%,-8%,-16%

SMILES,HIV fusion peptide,SIAH1 antagonists,Myeloid diff MLP,Myeloid diff MLP GFP+ MAC1+ %,NOD2 inhibition,KOR beta-arrestin-1,NOD1 inhibition,PhoP inhibition,LYP phosphatase,KOR beta-arrestin-2
Cc1oc2c(c1C(=O)c1ccc(Cl)cc1)C(=O)C(=O)c1ccccc1-2,8.6%,3%,?,.,-139%,5.7%,-4%,12%,3%,-315%
CC(C)CN(CCCNC(=O)CN1N=C(c2ccc(Cl)cc2)CCC1=O)CC(C)C,-0.8%,0%,i,0.4,2%,-1.9%,-12%,-9%,-5%,-27%
COc1ccc(S(=O)(=O)NCCCCCC(=O)NCCCN2CCOCC2)cc1,-3.0%,-2%,i,1.4,21%,0.8%,11%,-10%,-3%,19%
O=C(CN1CCN(Cc2ccc(F)cc2)CC1)NCCc1ccccc1,-0.5%,3%,i,0.7,-8%,-5.2%,-35%,4%,-8%,-19%[20 µM]
COc1cc(CNn2cnnc2)ccc1OCC(=O)NC1CCCCC1,3.0%,2%,i,0.3,8%,3.2%,4%,-8%,-10%,-4%
CCN(CC)S(=O)(=O)c1cc(NC(=O)C2Cc3ccccc3C(=O)O2)ccc1C (stereo not given),-1.6%,13%,i,0.2,-6%,0.8%,-1%,.,-3%,5%
CCOC(=O)c1c(NC(=O)c2ccn(CC)n2)sc2c1CCCC2,2.1%,-5%,i,6.8,15%,-2.3%,-12%,7%,1%,7%
CCC1(C)SC(NC(C)=O)=NN1C(C)=O (stereo not given),2.9%,5%,i,0.3,28%,-0.7%,-18%,12%,-8%,-1%
COC(=O)CC1C(=O)NCCN1C(=S)NC(=O)c1sc2ccccc2c1Cl (stereo not given),12%,14%,i,0.7,14%,-5.5%,-31%,-19%,-5%,-13%
O=C(NCc1ccc2c(c1)OCO2)c1cnc2ccccn2c1=O,-1.4%,-3%,i,3.7,7%,-4.9%,7%,2%,-3%,24%
Cc1ccc(-c2cc(C(=O)Nc3cc(C)ccc3O)no2)cc1,1.0%,-2%,i,0.7,20%,6.5%,-4%,17%,-10%,-3%
COc1nc(N/N=C/c2ccccc2F)nc(N2CCCCC2)n1,-1.5%,-4%,i,0.5,2%,-3.7%,6%,-3%,2%,7%
